CHT block = inhibits the human high affinity choline transporter | Q9GZV3 | B-score at 10 µM | hit rate 0.86% among 310,000 | AID 488975 | CHT-expressing cells, membrane potential dye, choline response; active compounds read low;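 active means B-score over 3 SD under the library average, and starting fluorescence ratio not unusually high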;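 further: choline stimulus applied at its EC90 after an EC20 pre-addition; B-score computed on integrated fluorescence ratio after choline addition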
Target sequence (Q9GZV3 whole entry, looked up): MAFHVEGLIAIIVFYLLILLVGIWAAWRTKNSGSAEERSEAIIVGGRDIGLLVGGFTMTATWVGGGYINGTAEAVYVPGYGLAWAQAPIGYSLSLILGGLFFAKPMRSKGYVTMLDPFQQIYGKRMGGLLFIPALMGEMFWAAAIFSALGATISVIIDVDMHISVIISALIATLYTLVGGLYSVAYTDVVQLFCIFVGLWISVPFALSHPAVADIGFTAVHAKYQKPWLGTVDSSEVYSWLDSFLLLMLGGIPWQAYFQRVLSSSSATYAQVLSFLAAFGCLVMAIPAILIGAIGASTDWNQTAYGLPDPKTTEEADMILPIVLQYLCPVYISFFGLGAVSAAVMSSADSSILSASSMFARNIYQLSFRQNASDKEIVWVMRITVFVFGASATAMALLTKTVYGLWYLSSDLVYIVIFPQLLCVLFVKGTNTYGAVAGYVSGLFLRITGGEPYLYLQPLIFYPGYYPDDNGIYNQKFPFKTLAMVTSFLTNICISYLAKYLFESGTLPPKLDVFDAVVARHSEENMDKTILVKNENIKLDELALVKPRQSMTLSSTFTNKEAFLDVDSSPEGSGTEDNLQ
CHT allo act = allosterically activates the human high affinity choline transporter. B-score at 10 µM. Q9GZV3. CHT-expressing cells, membrane potential dye, choline EC20; active compounds read high; LV-AA mutant CHT in HEK293 cells. hit rate 0.49% among 310,000;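 active means initial fluorescence not abnormally high and integrated response B-score, plate-corrected, over 3 SD above library mean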
Active calls of the source: *; i = inactive.

SMILES,CHT block,CHT allo act
O=C(c1cccc([N+](=O)[O-])c1)N1CCc2ccccc21,i,i
COc1ccc(-c2c(C)nn3c(Cl)c(C)c(C)nc23)cc1,i,i
CCCC(=O)N1CCN(c2nc3ccc(Cl)cc3s2)CC1,i,i
CCOC(=O)N1CCC(N2CCCC(C(=O)c3cccc(OC)c3)C2)CC1 (stereo unspecified),i,i
CC(C)[C@H](NC(=O)N1c2ccccc2NC(=O)[C@@H]1C(C)C)C(=O)N1CCC(C(=O)O)CC1,i,i
CCCCNC(=O)CS(=O)Cc1nc(-c2cccc(C)c2)oc1C (stereo unspecified),i,i
CC(C)C(=O)NCc1cc(-c2ccccc2)no1,i,i
COCC1CCN(C(=O)CCc2nnc(CCCCc3ccccc3)o2)CC1,i,i
CC(CC(=O)Nc1cc(C(F)(F)F)ccc1Cl)c1ccccc1 (stereo unspecified),i,i
Cc1nnc(NC(=O)c2nc(S(=O)(=O)Cc3ccccc3C)ncc2Cl)s1,i,i
CCOc1ccc(CCNC(=O)c2nnc(CS(=O)(=O)c3ccccc3)o2)cc1OCC,i,i
COc1ccc(/C=N/Nc2nc(N)cc(Cl)n2)cc1OC,i,i
Cc1ccccc1NC(=O)CN1C(=O)CSc2ccc(S(=O)(=O)N3CCCC3)cc21,i,i
O=c1[nH]c2ccccc2nc1/C=C(\O)C1CC1,i,i
Cc1noc(/C=C/c2ccccc2F)c1S(=O)(=O)N1CCC(C(=O)N2CCN(C)CC2)CC1,i,i
COc1cc2c(cc1NC(=O)C(C)OC(=O)c1ccc(S(=O)(=O)Nc3ccccc3Cl)cc1)oc1ccccc12 (stereo unspecified),i,i
COc1ccc(NC(=O)C2CCCN(c3cc(C)nc4ncnn34)C2)cc1 (stereo unspecified),i,i
Clc1ccccc1CSc1nnc(Cn2cnc3ccccc32)n1-c1ccccc1,i,i
COc1ccc(S(=O)(=O)N/N=C(/C)c2cccc(NC(=O)c3ccccc3Cl)c2)cc1,i,i
C=CCn1c(N)cc(=O)nc1SCC(=O)Nc1ccc(C(=O)OCC)cc1,i,i

New compounds follow:
SMILES,CHT block,CHT allo act
O=C(NC1CC1)c1cc(=O)c2ccccc2o1,i,i
Cn1c(C(=O)OC(C(=O)NC2CCCCC2)c2ccccn2)cc2sccc21 (stereo unspecified),i,i
COc1ccccc1C(=O)Oc1ccc2c(c1)O/C(=C\c1ccncc1)C2=O,i,i
O=C(CCCc1nc2ccccc2s1)NC1CCOC1=O (stereo unspecified),i,i
O=C(C[C@H]1C(=O)N(CCc2ccccc2)C[C@@H]1Cc1ccccc1)Nc1ccccc1,i,i
COc1ccc2ccccc2c1CN1CCN(C(=O)c2ccccc2)CC1,i,i
O=C(NC(=S)N1CCc2ccccc21)c1ccc(Br)o1,i,i
CCCNC(=O)CN(c1ccccc1)S(=O)(=O)c1ccc(OC)c(OC)c1,i,i
COc1cc([N+](=O)[O-])cc(/C=N/NC(=O)C(O)(c2ccccc2)c2ccccc2)c1O,i,i
CCCCCCCCCCSc1n[nH]c(NC(C)=O)n1,i,i
CCn1c(=O)cc(SCC(=O)N(C)Cc2ccccc2)c2ccccc21,i,i
CCC(c1ccccc1)c1nc(-c2ccccn2)no1 (stereo unspecified),i,i
CN(C)C(=O)C1(c2ccccc2)CCN(S(=O)(=O)c2ccccc2)CC1,i,i
CN(CC(=O)Nc1cccc(F)c1)CC(=O)Nc1cccc(S(=O)(=O)N2CCCCCC2)c1,i,i
N#Cc1ccc(/C=C(\C(=O)C(=O)O)c2ccc3ccccc3n2)cc1,i,i
O=C(OCCOCCN=C1NS(=O)(=O)c2ccccc21)c1ccncc1,i,i
Cc1cccc(NC(=O)CSc2nnc([C@@H]3CCCN3C(=O)OC(C)(C)C)o2)c1C,i,i
Cc1csc(C(=O)O)c1NC(=O)c1cccc([N+](=O)[O-])c1,i,i
OC1CCC(NC(=S)Nc2ccc(SC(F)F)cc2)CC1 (stereo unspecified),i,i
Cc1cc(NC(=O)CS(=O)(=O)c2cn(Cc3cccc(F)c3)c3ccccc23)no1,i,i

In the list so far, these contain fluorine.
SMILES,CHT block,CHT allo act
CC(CC(=O)Nc1cc(C(F)(F)F)ccc1Cl)c1ccccc1 (stereo unspecified),i,i
Cc1noc(/C=C/c2ccccc2F)c1S(=O)(=O)N1CCC(C(=O)N2CCN(C)CC2)CC1,i,i
CN(CC(=O)Nc1cccc(F)c1)CC(=O)Nc1cccc(S(=O)(=O)N2CCCCCC2)c1,i,i
OC1CCC(NC(=S)Nc2ccc(SC(F)F)cc2)CC1 (stereo unspecified),i,i
Cc1cc(NC(=O)CS(=O)(=O)c2cn(Cc3cccc(F)c3)c3ccccc23)no1,i,i

Further results follow:
SMILES,CHT block,CHT allo act
CCOc1ccc(N(CC(=O)N2CCCCC2)S(=O)(=O)c2ccc(Cl)cc2)cc1,i,i
CCCN(CCC)C(=O)c1cc([N+](=O)[O-])cc2c1-c1ccc([N+](=O)[O-])cc1C2=C(C#N)C#N,i,i
CCOC(=O)c1[nH]c2c(c1C)C(=O)CC(c1ccc(N(C)C)cc1)C2 (stereo unspecified),i,i
COCCCN1C(=O)C(=O)/C(=C(/O)c2ccc(S(=O)(=O)N3CCCCC3)cc2)C1c1ccc(O)c(OC)c1 (stereo unspecified),i,i
Cc1cc(C(=O)CSc2nnc(-c3ccccc3)n2C)c(C)n1C,i,i
CN(C)CC#Cc1cncc(C(=O)NNC(=O)Nc2ccc(Cl)cc2)c1,i,i
NC(=O)c1ccsc1NC(=O)c1ccc2c(c1)CCCC2,i,i
CCN(CC)C(=O)C1CCCN(C(=S)Nc2cccc3ccccc23)C1 (stereo unspecified),i,i
O=C(CCN1C(=O)C2CC=CCC2C1=O)Nc1cc(C(F)(F)F)ccc1N1CCCC1 (stereo unspecified),i,i
O=[N+]([O-])c1ccc(O)c(-c2nn[nH]n2)c1,i,i
Cc1ccc(N(CCC#N)C(=O)COC(=O)C2CCN(S(=O)(=O)c3ccc4c(c3)OCCO4)CC2)cc1,i,i
O=C(c1ccc([N+](=O)[O-])cc1)N1CCN=C1SCc1ccccc1,i,i
Cc1ccc(NC(=O)CN(c2ccc3c(c2)OCO3)S(=O)(=O)c2c(C)n[nH]c2C)cc1,i,i
Fc1ccc(N2CCN(Cc3c[nH]c4ccccc34)CC2)cc1,i,i
COc1ccc(CCNC(=O)C(C(=O)c2ccc(F)cc2)n2ccccc2=O)cc1OC (stereo unspecified),i,i
COc1cccc(/C=N/n2c(C3CCCCC3)n[nH]c2=S)c1OC,i,i
Brc1ccc(-c2noc(COc3ccc4ccccc4c3)n2)o1,i,i
N=C1C(c2nc(-c3ccc(F)cc3)cs2)=C(O)CN1CCCN1CCOCC1,i,i
CC(C)NC(=O)c1cc(-c2ccco2)on1,i,i
COCn1c(COc2ccc3ccccc3c2)nc2ccccc21,i,i

New compounds follow
SMILES,CHT block,CHT allo act
COc1ccccc1NC(C)C(=O)N/N=C/c1ccccc1OCc1cccc(Br)c1 (stereo unspecified),i,i
COc1ccc(CCNC(=O)CN2C(=O)NC(C)(c3ccc([N+](=O)[O-])cc3)C2=O)cc1 (stereo unspecified),i,i
CCOC(=O)c1c(NC(=O)CN2CCCCC2)sc2c1CCCC2O (stereo unspecified),i,i
O=C(CN(C(=O)c1ccc(Cl)cc1Cl)N1C(=O)C2C3C=CC(C3)C2C1=O)c1ccc(F)cc1 (stereo unspecified),i,i
COc1ccccc1C(=O)NCCC(=O)N1CCCC(C)C1 (stereo unspecified),i,i
Cc1ccc(C23CC4CC(CC(C(=O)OCC(=O)N(C)C)(C4)C2)C3)cc1,i,i
COc1ccc(OC)c(C(=O)c2coc3cc(Br)c(O)c(Br)c23)c1,i,i
COc1cccc(CC(=O)Nc2ccc3nc(C)sc3c2)c1,i,i
CCc1ccc(NC(=O)CSc2nc3ccccc3nc2N2CCCCC2)cc1,i,i
COc1ccc(COC(=O)Nc2cn(C)nc2C(F)(F)F)cc1,i,i
Cc1cc(C)cc(NC(=O)CNC(c2ccccc2)c2ccccc2)c1,i,i
NCCCC[C@@H](C(=O)NCCCCCCCCCCC(=O)N1CCNCC1)n1cc(CCCC(=O)O)nn1,i,i
N#C/C(=C\c1cn(Cc2ccccc2C#N)c2ccccc12)C(=O)NCc1cccs1,i,i
Cc1oc(-c2ccc(Cl)cc2)nc1CN1CCCC(C(=O)NCc2ccccn2)C1 (stereo unspecified),i,i
CC(C)c1ccc2[nH]c(O)c(N=NC(=O)c3cccc(S(=O)(=O)Nc4cccc(Cl)c4)c3)c2c1,i,i
Cc1ccc2c(c1)N(S(=O)(=O)c1ccc(CN3C(=O)c4cccnc4C3=O)s1)CCO2,-5.21*,i
CC1CC(C)(C)CC2(C1)NC(=O)N(CC(=O)NCc1ccccc1F)C2=O (stereo unspecified),i,i
COc1ccc(CCNC(=S)NC(=O)c2ccc(Br)cc2)cc1OC,i,i
Cc1cc2oc(=O)cc(Cn3ccnc3)c2cc1Cl,i,i
CC(=O)N(C)c1ccc(N2CCOCC2)c2c1C(=O)c1ccccc1C2=O,i,i

Next structures
Values run as follows: CHT block, CHT allo act
> Cc1ccc(CNC(=O)CCCNC(=O)c2ccc(Cl)cc2)n1C
    i, i
> Cc1c(CCOC(=O)CC23CC4CC(CC(C4)C2)C3)sc[n+]1CC(=O)c1ccc(Br)cc1
    i, i
> O=C(CNC(=O)c1ccc(OC(F)F)cc1)NCC1CCCO1 (stereo unspecified)
    i, i
> CCSc1cnn(-c2ccccc2)c(=O)c1Cl
    i, i
> COc1ccccc1CNc1ncnc2cc(OC)c(OC)cc12
    i, i
> COc1ccc(C2C(C(=O)N3CCCC3)c3cc(OC)c(OC)cc3C(=O)N2C)cc1 (stereo unspecified)
    i, i
> O=C(C1CCN(S(=O)(=O)N2CCOCC2)CC1)N1CCN(c2ccccc2F)CC1
    i, i
> OCC[C@@H]1C[C@H](O)[C@@H](O)[C@@]2(OCCc3ccccc32)O1
    i, i
> CN1CCN(C(=O)/C(=C\c2cccnc2)NC(=O)c2cccc(Br)c2)CC1
    i, i
> CCOC(=O)c1nc2sc3c(c2c(=O)n1C(C)C(=O)OCC)CCCC3 (stereo unspecified)
    i, i
> CC1(C)CC(=O)C2=C(C1)OC(=O)CC2c1cccs1 (stereo unspecified)
    i, i
> CC(=O)c1cc(C#N)c(SCc2ccncc2)nc1C
    i, i
> CSc1ccc(C#N)cc1NC(=O)c1ccccc1C
    i, i
> CC1CCc2c(sc(NC(=O)c3cccs3)c2C(=O)O)C1 (stereo unspecified)
    i, i
> Cc1cc(C)n2nc(CNS(=O)(=O)c3ccc(F)c(C)c3)nc2n1
    i, i

Whole records, quoted from the list. Values in the order: CHT block	CHT allo act
Record of CCOC(=O)c1nc2sc3c(c2c(=O)n1C(C)C(=O)OCC)CCCC3 (stereo unspecified) = i	i
Record of CSc1ccc(C#N)cc1NC(=O)c1ccccc1C = i	i
Record of CC1(C)CC(=O)C2=C(C1)OC(=O)CC2c1cccs1 (stereo unspecified) = i	i
Record of CC(=O)c1cc(C#N)c(SCc2ccncc2)nc1C = i	i
Record of O=C(C1CCN(S(=O)(=O)N2CCOCC2)CC1)N1CCN(c2ccccc2F)CC1 = i	i

Later entries
Values run as follows: CHT block, CHT allo act
> COC(=O)c1ccc(NC2=CC(=O)CC(C)(C)C2)cc1
    i, i
> C/C(CC(=O)Nc1ccc(Cl)c(C(F)(F)F)c1)=N\NC(=O)c1cccc(O)c1
    i, i
> Cn1c(Sc2ccc(Br)cc2)c(C=O)c2ccccc21
    i, i
> S=C(NC1CCCC1)N1CCN(c2cccc(Cl)c2)CC1
    i, i
> Cc1ccccc1NN=Nc1nc2c([nH]1)c(=O)n(C)c(=O)n2C
    i, i
> CN1CC(=O)N2Cc3[nH]c4ccccc4c3C[C@H]2C1=O
    i, i
> CCOc1cc2[nH]c(=S)n(CCCN3CCOCC3)c(=O)c2cc1OCC
    i, i
> CS(=O)(=O)N(CC(O)CON=C1c2ccccc2-c2ccccc21)c1ccc(F)cc1 (stereo unspecified)
    i, i
> CCCCOC(=O)c1ccc(NC(=O)c2ccc(F)cc2F)cc1
    i, i
> Cc1ccc(S(=O)(=O)Nc2ccc(-n3cnnn3)cc2)cc1
    i, i
> CN(CC(=O)Nc1ccccc1C(F)(F)F)C(=O)COc1ncnc2ccccc12
    i, i
> CCOC(=O)c1cc(CC)sc1NC(=O)CN1C(=O)C(=O)N(CC(C)C)C1=O
    i, i
> COc1cc(C(=S)N2CCN(C(c3ccccc3)c3ccccc3)CC2)cc(OC)c1O
    i, i
> CC(=O)Nc1nc2c(s1)C(=O)NCCC2
    i, i
> CN(C)CCC(=O)c1ccc(Cl)cc1
    i, i

Carrying on.
Values run as follows: CHT block, CHT allo act
> Cc1ccc(SCCNC(=O)CN(c2ccc3c(c2)OCO3)S(C)(=O)=O)cc1
    i, i
> CC1(C)CC(=O)C(N=Nc2c(Cl)cc(Cl)cc2Cl)=C(O)C1
    i, i
> Cc1ccccc1CSc1ncc(C#N)c(N)n1
    i, i
> O=C1OCC(CO)(CO)N=C1NNc1ccccc1Cl
    i, i
> Nc1ccc2nc(SCc3ccc([N+](=O)[O-])cc3)sc2c1
    i, i
> O=C(Oc1cccc2cccnc12)c1cccs1
    i, i
> COC(=O)CCC(=O)OC1(C)C(=O)C=C2C=C(C3CC3)N(c3cccc(C#N)c3)C=C2C1=O (stereo unspecified)
    i, i
> CCN1CCN(CCC(=O)Nc2ccc3c(c2)OCO3)CC1
    i, i
> Cn1c(=O)c(=O)n(C)c2cc(S(=O)(=O)CCC(=O)Nc3ccc(C(F)(F)F)cc3)ccc21
    i, i
> C=CCn1c(SCC(=O)Nc2ccccc2OC)nc2c([nH]c3ccccc32)c1=O
    i, i
> O=C(NC(=S)NCCCN1CCOCC1)c1ccco1
    i, i
> Cc1ccc(S(=O)(=O)/N=c2\sccn2C)cc1
    i, i
> CC(C)(CO)NS(=O)(=O)c1ccc2c(c1)C(=NO)c1cc(S(=O)(=O)NC(C)(C)CO)ccc1-2
    i, i
> COC(=O)CNC(=O)COc1ccccc1
    i, i

From PubChem

Hits appear at their usual frequency. Share with any hit: about 1.5%.
